Screening results deposited in PubChem BioAssay by ICCB-Longwood Screening Facility, Harvard Medical School.
PV pol inh: inhibitors of poliovirus RNA polymerase binding and polymerization; poliovirus polymerase elongation, fluorescence polarization; active compounds read low; % elongation, % (compound at 16.7 µg/mL); 150,000 compounds, 0.66% hits; AID 588519; in the data active = % elongation below about 90%; also: some results filed as inactive read as strong as hits
Target sequence (P03300 1749-2209 limits assumed): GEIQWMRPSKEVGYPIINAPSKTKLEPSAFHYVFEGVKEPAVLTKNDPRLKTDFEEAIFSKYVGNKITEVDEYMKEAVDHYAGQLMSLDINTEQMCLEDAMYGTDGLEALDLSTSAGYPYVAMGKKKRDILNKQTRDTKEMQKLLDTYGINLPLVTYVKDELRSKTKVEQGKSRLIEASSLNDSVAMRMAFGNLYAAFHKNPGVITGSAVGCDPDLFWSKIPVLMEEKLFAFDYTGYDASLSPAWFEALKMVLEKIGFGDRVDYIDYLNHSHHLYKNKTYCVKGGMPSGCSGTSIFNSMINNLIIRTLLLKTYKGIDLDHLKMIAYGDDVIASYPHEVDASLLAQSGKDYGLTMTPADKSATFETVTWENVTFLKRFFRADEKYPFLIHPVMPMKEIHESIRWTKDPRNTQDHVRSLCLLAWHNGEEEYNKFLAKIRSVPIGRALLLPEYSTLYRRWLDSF
PV pol inh FP z-score: second read-out of PV pol inh, no call of its own (marks repeat the call); z-score; measured here: FP z-score; hits read low
* hit, by the source's call; & = joins results of further samples.

SMILES	PV pol inh	PV pol inh FP z-score
Cc1cc(=O)n(C(C)C(=O)N2CCN(c3ccccc3)CC2)c2c1c(C)nn2-c1ccccc1 (stereo not given)	104	1.2
COc1ccc(-c2nc(CSc3nnc(C)n4c3cc3oc(C)cc34)c(C)o2)cc1OC	111	0.7
Cc1ccc(C(=O)COC(=O)CC2Oc3ccccc3NC2=O)c(C)c1 (stereo not given)	103	0.2
O=C(Nc1ccccc1)c1cc2ccccc2c(=O)o1	102	0.2
CCSc1nc(N(C)C)nc(N2CCOCC2)n1	99	-1
CCN(CC)C(=O)c1sc2c(c1C)c(=O)n(-c1ccc(Cl)c(Cl)c1)c(=O)n2Cc1cc(=O)n2ccccc2n1	108	0.4
CC(=O)N1CCN(c2ccccc2N)CC1	104	1
Cc1ccc(CSc2nnc([C@@H](N)C(C)C)o2)cc1	101&105	-1.1&1
CC(NC1=NCCN1)C(=O)O (stereo not given)	100	-0.3
Cc1sc(N)nc1C12CC3CC(CC(C3)C1)C2	102	0.2
COc1ccc(CCn2c(=O)c3ccccc3n(CC(=O)Nc3cccc(C)c3)c2=O)cc1OC	112	1.1
CCn1c(C)cc2c(c1=O)C(c1cccc(OC)c1)C(C#N)=C(N)O2 (stereo not given)	104	0.4
CSc1ccc(C(c2c(O)c3ccccc3oc2=O)c2c(C)n(C)n(-c3ccccc3)c2=O)cc1 (stereo not given)	100	-1.8
CNC(=O)c1cc2c(=O)n3cc(C)ccc3nc2nc1NCC1CCCO1 (stereo not given)	101	-0.2
CN(C)CCNc1ccc(Cl)nn1	98	-1.3
O=C(Nc1ccc(F)cc1F)Nc1noc2c1COc1ccccc1-2	105	0.5
O=C(CCCc1ccccc1)OCn1nnc2ccccc2c1=O	103	0.3
Cc1cc(NC(=O)CCS(=O)(=O)c2cc3c4c(c2)CCN4C(=O)CC3)ccc1Br	115	0.6
CC(=O)N=c1scc(C)n1C(C)(C)C	107	0.1
CCOc1ccc(-c2nonc2NC(=O)c2oc3cc(C)c(C)cc3c2C)cc1OCC	102	-1
Cc1ccc2nc(COC(=O)C3=COCCO3)cc(=O)n2c1	106	0.5
COc1ccc(CCNC(=O)CCSCc2ccccc2Cl)cc1OC	115	1.2
COC(=O)C1CNc2ccccc2C1=O (stereo not given)	88	-1.1
CC(C)NC(=O)COc1ccccc1C#N	101	-0.2
Cn1nc(C(=O)NCCN(Cc2ccco2)C2CCCC2)c2c1-c1ccccc1OC2	105	0.6
Cc1ccc(O)c(NC(=O)COCc2cc(-c3ccco3)on2)c1	105	-0.5
CCN(CCCNC(=O)c1cc2c(=O)n(CC)c3ccccc3c2s1)Cc1ccccc1	103	0
O=c1cc(-c2ccccc2)c2ccc3c(c2o1)CN(Cc1ccccc1)CO3	108	0.3
c1ccc(CCCNCc2nnc(-c3ccccc3)o2)cc1	99	-0.3
CCC1(C)NC(=O)N(/N=C/c2c(F)c(F)c(F)c(F)c2F)C1=O (stereo not given)	99	-0.3
COc1cc(C(=O)Oc2ccc3c(c2)OCC3=O)cc(OC)c1OC	100	-0.1
C=CCN1C(=O)NC(=O)/C(=C\c2cn(Cc3ccccc3)c3ccccc23)C1=O	101	-0.2
O=C(CSCCO)Nc1ccccc1	103	0.4
Cc1nn(-c2ccccc2)c2nc(C3CC3)cc(C(=O)Nc3cccc(F)c3)c12	106	-0.4
CN(C)CCn1c(=S)[nH]c2ccccc2c1=O	107	0.3
CN1C(=O)Cc2cc(S(=O)(=O)N3CCCCC3)ccc21	100	-0.4
CCN1CCN(CCCNC(=O)c2ccc3nc(Cc4ccc(OC)cc4)oc3c2)CC1	101	-1.4
Cc1ccccc1OCC(=O)NC(C)C	103	0.4
N#CC(C#N)=C(c1ccccc1)c1ccccc1	99	0.1
CCCCN(C)S(=O)(=O)c1ccc(-c2cc(C(F)(F)F)no2)s1	102	0.4
COC(=O)Nc1nc2ccc(C(=O)c3ccccc3)cc2[nH]1	101&103&99	-0.2&0.8&-0.1
CCOc1ccc(N2CC(c3nc4ccccc4n3CCOc3ccccc3)CC2=O)cc1 (stereo not given)	107	0
O=c1oc2ccccc2cc1-c1nnc(Nc2ccc(Cl)cc2Cl)s1	82	-2.8
O=C(NCc1ccc(Cl)cc1)c1cc(-c2ccc(F)cc2)on1	108	0.8
Cc1cc2occ(CC(=O)OCC(=O)c3ccc4c(c3)NC(=O)CO4)c2cc1C	106	0.4
CC1CCCCN1C(=O)COC(=O)c1ccc2ccccc2n1 (stereo not given)	102	-0.1
Clc1ccccc1CNc1nc2ccccc2c2nc(-c3cccnc3)nn12	103	-0.4
O=C(Nc1c[nH]c2ccccc12)NC1CCCC1	105	0.3
CC1CCCCC1NC(=O)c1ccc2ccccc2n1 (stereo not given)	108	0.5
COc1ccc(CCN(Cc2cc3cc(C)ccc3[nH]c2=O)C(=O)N2CCCC2)cc1OC	102	0
C=CCN1C(=O)/C(=C\c2ccc(O)c(OC)c2)C(=O)NC1=S	102	0.3
Cc1ccc2oc(-c3ccc(Cl)cc3)cc(=O)c2c1	105	0.1
COc1cccc(CNC(=O)c2cc(C)nc3c2c(C)nn3-c2cccc(F)c2)c1	119	2.4
CN(Cc1cccnc1)C(=O)CNC(=O)c1ccc(Cl)cc1Cl	102	-0.1
O=C(Nc1ccc2c(c1)CCCN2C(=O)c1cccs1)c1ccccc1Cl	101	-0.6
Cc1cc2nn(CN3CCCC(C)C3)c(=S)n2c2ccccc12 (stereo not given)	100	-0.3
CCCN1CCN(C(=O)Cn2c(-c3cccs3)cc3cc(F)ccc32)CC1	106	0.4
COc1ccc2c(c1)C(C)=CC(C)(C)N2C(=O)Cn1cnc2c(cnn2-c2ccccc2)c1=O	101	0.1
Cc1ccc(-n2nc(C)c3c(C(=O)NCCc4ccccc4)cc(C)nc32)cc1	110	0.4
CCCC(=O)Nc1ccc(N2CCCCC2C)cc1 (stereo not given)	104	1
New compounds follow:
SMILES	PV pol inh	PV pol inh FP z-score
COc1cccc(CNC(=O)c2cc(-c3ccc(Cl)s3)nc3ccccc23)c1	107	0.3
O=C(CS(=O)(=O)c1cn(Cc2cccc(F)c2)c2ccccc12)NC1CCCCC1	100	0
CC1CCC(N(C)C(=O)COC(=O)c2ccc(-n3cncn3)cc2)CC1 (stereo not given)	99	-0.5
COc1ccc(C(=O)NCc2nnc(SCC(=O)Nc3ccc(F)cc3)n2-c2ccccc2)cc1	104	0
CCN1CCN(C(c2ccccc2F)c2c(O)cc(C)n(CCOC)c2=O)CC1 (stereo not given)	113	0.9
O=C(O)C(O)c1ccc(F)cc1 (stereo not given)	100	-0.3
O=C(Oc1c(Br)cc(Br)c2cccnc12)N1CCOCC1	102	0.1
O=C(O)COc1ccc(Br)cc1CO	98	-0.4
C=CCC1(CC=C)CCCCN1	104	0.2
N#CC1(C#N)C2CCCCC23OC(=N)C1(C#N)C(Cc1ccccc1)O3 (stereo not given)	126	2.1
Cc1cccc(C(=O)n2nc(C)c(S(=O)(=O)N3CCOCC3)c2C)c1	104	-0.6
CCCN(C(=O)c1cc2cc3ccc(OC)cc3nc2s1)c1ccc(CC)cc1	100	-1.1
CCNc1cc(N2CCC3(CC2)OCCO3)c2noc3c2c1C(=O)c1ccccc1-3	75	-4.3
CCc1ccc(-n2nc3ccc(NC(=O)c4cc(Cl)c(OC)c(Cl)c4)cc3n2)cc1	107	0.7
CCN(CC)S(=O)(=O)c1ccc2c(c1)c(=O)c(C(=O)NCc1ccccc1)cn2C	103	-0.3
Cc1cccc(CNC(=O)Cn2ccc3cc(S(=O)(=O)N4CCC(C)CC4)ccc32)c1	105	-0.6
Cc1ccc2oc(=O)ccc2c1	102	0
CC(N=Cc1c(O)[nH]c2ccccc12)c1ccccc1 (stereo not given)	102	-0.1
CC(=O)N1CCc2cc(NC(=O)Nc3cccc(Cl)c3)ccc21	100	-0.4
O=C(c1ccc(CS(=O)(=O)c2ccc(Br)cc2)o1)N1CCN(c2ccc(F)cc2)CC1	103	-0.3
COc1ccc(-c2cc(=Nc3ccc(O)cc3)c3cc(C)ccc3o2)cc1	104	0.6
O=C1C2C3c4ccccc4C(c4ccccc43)C2C(=O)N1Cc1ccccn1 (stereo not given)	101	0
CCOc1ccc2oc(=O)cc(CN3CCN(Cc4ccc(C)cc4)CC3)c2c1	112	0.9
CC(C)CN1CCOC(CNC(=O)NC2CCCCC2)C1 (stereo not given)	101	-0.4
CN(Cc1cccs1)C(=O)c1nc(-c2ccccc2)n(-c2ccccc2)n1	106	0.2
CCN(C(=O)CCNC(=O)Cn1cnc2ccccc2c1=O)c1cccc(Cl)c1	109	0.5
CCc1ccc(NCc2cc3cc4c(cc3n(CC(=O)Nc3ccccc3OC)c2=O)OCCO4)cc1	104	-0.3
CC1CCN(C(=O)c2cccc3c2SCCC3=O)CC1	104	0.3
CC(C)C1OC(c2cccc(NC(=O)c3ccc(F)cc3)c2)OCC1(C)C (stereo not given)	107	0.6
O=C(Cc1cccs1)Nc1ccccc1	101	-0.2
c1ccc(OCCSc2nnc3c4ccccc4nc(-c4ccccc4)n23)cc1	99	-0.7
O=C1c2sc3nc4ccccc4n3c2C(=O)N1c1cc(Cl)ccc1Cl	96	-1.7
COc1ccccc1/C=C/C=N/n1c(C)nnc1C	101	-0.5
Cc1ccc(C)c(NC(=O)c2cc(C)nn2-c2ccccc2)c1	101	-0.3
O=C(OCC(=O)N1CCCC1)c1ccc(-c2ccc(C(=O)OCC(=O)N3CCCC3)s2)s1	104	0.1
O=C(NCc1ccco1)c1ccccc1NS(=O)(=O)c1ccc(F)cc1	99	-0.7
CCOC(=O)C1CCN(C(=O)CSc2n[nH]c(-c3ccc(F)cc3)n2)CC1	105	-0.8
CCCC(C)C(=O)Nc1ccc(NC(C)=O)cc1 (stereo not given)	107	0.6
CCOc1cc(C(=O)N(CC(F)(F)F)C(C)C2CC2)ccc1OC (stereo not given)	102	0
CC(C)NCC1CCc2cc(CO)c([N+](=O)[O-])cc2N1 (stereo not given)	101	0.8
CCOc1ccccc1C(=O)Nc1cc2c(cc1N1CCCCC1)n(C)c(=O)n2C	104	-0.2
Cc1cc(C(=O)C(C)Sc2nnc(-c3ccc4c(c3)OCO4)o2)c(C)n1-c1ccc(OC(F)F)cc1 (stereo not given)	100	-0.4
CC(=O)c1ccc(NC(=O)c2noc3c2CCc2ccccc2-3)cc1	105	0.3
O=c1[nH]nc(SCc2nnc(-c3cccc(Cl)c3)o2)n1C1CCCCC1	103	0.4
O=C(Nc1csc(-c2cccs2)n1)Nc1ccc(F)cc1F	101	-0.6
CCCC(C)NC(=O)c1ccccc1 (stereo not given)	106	0.4
C/C(=C\C(=O)c1ccccc1)Nc1ccc2c(c1)OCO2	102	0.5
COCCCNC(=O)CN1C(=O)c2cccnc2Sc2ccccc21	108	0.3
CC(=O)N(/C=C1\Sc2ccccc2C1=O)N1CCCCC1	104	0.2
CCOc1ccc(N2CC(c3nc4ccccc4n3Cc3cccc(C)c3)CC2=O)cc1 (stereo not given)	104	-0.6
Cn1c(SCC(=O)NN)nc2ccccc21	108	0.7
N#C/C(=C(/O)CSc1n[nH]c(=O)[nH]c1=O)c1nc2ccccc2[nH]1	105	0.3
CCCc1cc(-n2nnc3ccccc32)n2c(nc3ccccc32)c1C#N	98	-0.9
O=C(Cc1ccc(Cl)cc1)NCCc1csc2nc(-c3ccccc3F)nn12	106	-0.1
Cc1cccc(-n2c(CC#N)n[nH]c2=S)c1	99	-0.8
Cc1cc(C)cc(NC(=O)C(C)Sc2ccccc2)c1 (stereo not given)	111	0.7
O=C1C(=Cc2ccccc2)C(=O)c2ccccc21	93	-0.6
CC(C)(C)Nc1nc2c(s1)CCCC2	101	-0.2
CCN(CC(=O)NC1CCS(=O)(=O)C1)Cn1nc2c(Cl)cc(Cl)cn2c1=S (stereo not given)	107	0.6
CCOCCCNC(=O)c1c(NC(=O)Cc2coc3ccc(C)cc23)sc2c1CCC2	116	0.1

Not a retest: entries from further up.
SMILES	PV pol inh	PV pol inh FP z-score
O=c1[nH]nc(SCc2nnc(-c3cccc(Cl)c3)o2)n1C1CCCCC1	103	0.4
O=C(Nc1csc(-c2cccs2)n1)Nc1ccc(F)cc1F	101	-0.6
CCCC(C)NC(=O)c1ccccc1 (stereo not given)	106	0.4
C/C(=C\C(=O)c1ccccc1)Nc1ccc2c(c1)OCO2	102	0.5
COCCCNC(=O)CN1C(=O)c2cccnc2Sc2ccccc21	108	0.3
CC(=O)N(/C=C1\Sc2ccccc2C1=O)N1CCCCC1	104	0.2
CCOc1ccc(N2CC(c3nc4ccccc4n3Cc3cccc(C)c3)CC2=O)cc1 (stereo not given)	104	-0.6
Cn1c(SCC(=O)NN)nc2ccccc21	108	0.7
N#C/C(=C(/O)CSc1n[nH]c(=O)[nH]c1=O)c1nc2ccccc2[nH]1	105	0.3
CCCc1cc(-n2nnc3ccccc32)n2c(nc3ccccc32)c1C#N	98	-0.9
O=C(Cc1ccc(Cl)cc1)NCCc1csc2nc(-c3ccccc3F)nn12	106	-0.1
Cc1cccc(-n2c(CC#N)n[nH]c2=S)c1	99	-0.8
Cc1cc(C)cc(NC(=O)C(C)Sc2ccccc2)c1 (stereo not given)	111	0.7
O=C1C(=Cc2ccccc2)C(=O)c2ccccc21	93	-0.6
CC(C)(C)Nc1nc2c(s1)CCCC2	101	-0.2
CCN(CC(=O)NC1CCS(=O)(=O)C1)Cn1nc2c(Cl)cc(Cl)cn2c1=S (stereo not given)	107	0.6

The results go on.
SMILES	PV pol inh	PV pol inh FP z-score
CC(C)(C)NS(=O)(=O)c1ccc2nc(-c3ccccc3)[nH]c2c1	100	-0.5
COc1cc(C(=O)NCCC(=O)NC2CCC(C)CC2)cc(OC)c1OC (stereo not given)	102	0.3
Cc1ccc(C(=O)c2coc3ccc(O)c(Cl)c23)cc1	99	-0.1
C/C(=N\NC(=O)Cc1ccccc1)C(c1ccccc1)N1CCOCC1 (stereo not given)	104	0.1
CC(=O)Nc1ccc(S(=O)(=O)NC2=NCN(C(C)C)CN2)cc1	100	-1.4
Cc1cccc(C(=O)Oc2ccc(C#N)cc2)c1	98	-1.5
COCCNC(=O)c1ccc2c(c1)ncn2-c1cc(C)ccc1OC	106	0.4
CC(Nc1nc(N2CCOCC2)nc2ccccc12)c1ccccc1 (stereo not given)	99	-0.8

Profiles as entered above.
COCCNC(=O)c1ccc2c(c1)ncn2-c1cc(C)ccc1OC in the list: PV pol inh = 106; PV pol inh FP z-score = 0.4
COc1cc(C(=O)NCCC(=O)NC2CCC(C)CC2)cc(OC)c1OC (stereo not given) in the list: PV pol inh = 102; PV pol inh FP z-score = 0.3

An excerpt; rates above refer to the full screens.
